ERG Ets-DNA blk: inhibitors of human ERG Ets domain-DNA interaction | fluorescence polarization, His-ERG Ets domain / labelled DNA | Potency, µM (top dose mostly 76.9 µM), without a hit: at the top dose FP activity, negative = inhibition, most hits filed as inhibitors | actives 0.028% (n = 370,000) | AID 624246; active = well fitted inhibition curve with a large enough effect in the polarisation, with a control signal flat; inconclusive = small, poorly fitted or top-dose-only effect, or effect the other way, or a change in a side signal; inactive = no such curve, though single readings can be large or run the other way; the % refers to the polarisation;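 note: polarization taken with two DNA probes labelled with fluorescein and Texas red; potency is the fitted concentration of half-maximal effect; % of control where 0% means no effect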
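His-tagged ERG Ets domain (1 uM in the protein solution; 300mM KCl, 50mM Tris-HCl, 1mM EDTA, 1mM DTT, pH 7.5) received compound, then a probe mix of 5 nM fluorescein-DNA and 100nM Texas-615-DNA. Fluorescence polarization was read for both dyes.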
Vif-APOBEC3G blk: Vif-A3G binding inhibition | HeLa A3G-eYFP + Vif (tagged APOBEC3G with the HIV-1 protein that degrades it), YFP fluorescence, overnight | Potency, µM (top dose mostly 46.1 µM), for the others: at the highest dose activity, negative = active, hits mostly inhibitors | actives 0.076% (n = 410,000) | AID 602310;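 note: potency is the fitted concentration of half-maximal effect; % is set by controls: 0 for no effect and ±100 for the full control effect; nearly all actives have a fitted effect of over 60% in size; hits raise eYFP signal because A3G escapes Vif-driven loss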
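Read-out is eYFP fluorescence (Ex 488/Em 500-530) from Vif-expressing HeLa A3G-eYFP cells; more signal means A3G escaped Vif-mediated degradation. Cells plated overnight, compound pinned in, incubated overnight at 37 deg C.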
D2 antag: antagonists of human D2 dopamine receptor; HEK293 TREx D2 cells, calcium flux, dopamine EC80; inhibition, % at 10 µM; actives 2% (n = 340,000); P14416; in the data active = inhibition above about 30%; note: 0% is about no effect
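Cells plated overnight at 30 C with tetracycline; no-wash calcium dye, 30–90 min RT; 10 s baseline; compound pinned; 180 s read; EC80 dopamine added; another 180 s read.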
Vif-A3F inh: blocks the Vif interaction with APOBEC3F. HeLa A3F-eYFP + Vif (tagged APOBEC3F with the HIV-1 protein that degrades it), YFP fluorescence increase. Potency, µM (doses to about 46.1 µM), without a hit: at the highest dose activity, negative = active. actives 0.2% (n = 390,000). AID 602313; note: potency is the fitted concentration of half-maximal effect; % of control where 0% means no effect; nearly all actives have a fitted effect of over 65% in size
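HeLa cells stably expressing A3F-eYFP plus Vif, plated and incubated overnight at 37 deg C, then exposed to compounds overnight at 37 deg C. Blocked degradation read as raised yellow fluorescence (Ex 488/Em 500-530).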
RGS4 inh: blocks human RGS4-accelerated GTP hydrolysis; P49798; Transcreener GDP fluorescence polarization, RGS4-accelerated GTP hydrolysis; Potency, µM (titrated, usually from 114 µM), without a hit: at the highest dose activity change, negative = inhibition, usual class: inhibitors; actives 0.039% (n = 390,000); note: potency is the fitted concentration of half-maximal effect; % is set by controls: 0 for no effect and ±100 for the full control effect; nearly all actives have a fitted effect of over 75% in size; some results filed as inactive show a strong effect at the top dose
Target sequence (P49798 whole entry, looked up): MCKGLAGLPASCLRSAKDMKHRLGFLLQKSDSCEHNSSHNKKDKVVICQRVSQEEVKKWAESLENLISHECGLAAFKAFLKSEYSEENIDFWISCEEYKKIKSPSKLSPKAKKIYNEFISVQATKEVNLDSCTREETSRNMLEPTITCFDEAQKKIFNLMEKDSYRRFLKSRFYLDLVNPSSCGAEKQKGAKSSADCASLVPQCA
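MLSMR compounds (23 nl, pin-transferred) preincubated 10 min at room temperature with a 500nM (2x) first reagent, then RGS4 at 900nM (2x) plus Transcreener GDP mix added; fluorescence polarization (620/688 nm) read before and after 90 min at 30 °C.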
GRP78 ERSR act: induces the endoplasmic reticulum stress response in human glioma cells; actives 0.02% (n = 420,000); Potency, µM, for inactives: top-dose activation, hits mostly activators; AID 602332; U87-MG GRP78 promoter luciferase reporter, 16 h; note: potency is the fitted concentration of half-maximal effect; series mostly up to about 76 µM; % of control where 0% means no effect; nearly all actives have a fitted effect of over 35% in size
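Stably transfected U87-MG glioma cells carrying a GRP78-based luciferase sensor; 16 h compound incubation. Luminescence end-point read 10 min after Bright-Glo addition at room temperature.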
D2 ag: agonists of human D2 dopamine receptor; HEK293 T-REx D2 cells, calcium flux agonist mode; AID 485358; P14416; activation, % at 2 µM; actives 0.53% (n = 340,000);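 active = activation over 3 SD above normal in the single-dose calcium agonist read, cut at about 30% in these data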; note: 0% is about no effect
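In this primary screen, compounds producing a positive calcium signal within 180 s of addition to tetracycline-induced, force-coupled HEK293 Trex D2 cells are flagged; cells are dye-loaded with a no-wash calcium kit beforehand.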
12-LOX inh: blocks human arachidonate 12S-lipoxygenase; P18054; actives 1.1% (n = 580,000); Potency, µM (top dose mostly 108 µM), inactives show at the top dose activity change, negative = inhibition, most hits filed as inhibitors; purified 12hLO, xylenol orange hydroperoxide absorbance; note: potency is the fitted concentration of half-maximal effect; % is set by controls: 0 for no effect and ±100 for the full control effect
Target sequence (P18054 whole entry, looked up): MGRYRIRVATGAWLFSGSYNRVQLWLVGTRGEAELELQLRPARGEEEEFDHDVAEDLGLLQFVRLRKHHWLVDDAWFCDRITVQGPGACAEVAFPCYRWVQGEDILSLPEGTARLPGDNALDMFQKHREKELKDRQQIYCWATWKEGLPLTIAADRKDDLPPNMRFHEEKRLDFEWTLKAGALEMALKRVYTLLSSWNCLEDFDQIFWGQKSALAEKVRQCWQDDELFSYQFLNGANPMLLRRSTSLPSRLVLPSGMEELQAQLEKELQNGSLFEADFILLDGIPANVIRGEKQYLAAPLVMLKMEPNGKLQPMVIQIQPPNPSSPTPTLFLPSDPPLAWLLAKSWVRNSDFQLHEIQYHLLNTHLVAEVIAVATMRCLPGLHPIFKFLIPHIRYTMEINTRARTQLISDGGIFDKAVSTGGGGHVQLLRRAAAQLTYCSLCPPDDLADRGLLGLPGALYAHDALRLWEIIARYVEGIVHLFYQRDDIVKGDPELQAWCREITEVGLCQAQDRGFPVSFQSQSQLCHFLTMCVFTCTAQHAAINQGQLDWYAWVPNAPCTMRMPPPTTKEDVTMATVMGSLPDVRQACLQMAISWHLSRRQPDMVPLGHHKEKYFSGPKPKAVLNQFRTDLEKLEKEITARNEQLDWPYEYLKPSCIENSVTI
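Hydroperoxide product was detected by ferrous iron/xylenol orange as the 573 to 405 nm absorbance ratio. Arachidonic acid at 40 uM (final) was turned over for 30 min at room temperature by 150 nM human 12hLO, pH 7.0 Hepes buffer, after 15 min compound preincubation.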
LDHA block: blocks human lactate dehydrogenase A | P00338 | purified LDHA, NADH/diaphorase-resazurin fluorescence; hits give low values | activity change, % (values are at about 110 or 230 µM) | actives 0.15% (n = 480,000); in the data active = activity change below about -30%; inconclusive = mostly about -25% to -30%;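 note: plate controls were DMSO wells for no effect and wells without enzyme for full effect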
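Human LDH5 at 2 nM final in Tris HCl pH 7.4 with 0.06 mM NADH and 0.2 mM pyruvate, reacted 5 minutes at room temperature. Remaining NADH coupled via diaphorase/resazurin; resorufin fluorescence read at 0 and 20 minutes, normalized to enzyme-free and DMSO wells.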
An asterisk follows results filed as active; i = inactive; ? = inconclusive; . = not tested or not shown; & = joins results of further samples; [ ] = dose if it differs, or a comment. Unless noted, calls come from the whole dose curve; as a rule, active = well fitted curve in the direction sought with a large enough effect; inconclusive = small, poorly fitted or top-dose-only effect, or another doubt; inactive = no such curve, though single readings can be large; an effect the other way counts as inactive or inconclusive.

SMILES	ERG Ets-DNA blk	Vif-APOBEC3G blk	D2 antag	Vif-A3F inh	RGS4 inh	GRP78 ERSR act	D2 ag	12-LOX inh	LDHA block
CC1(CCc2ccccc2)NC(=O)N(Cc2nnc(-c3ccccc3Br)o2)C1=O (stereo not drawn)	-5%	-5%	.	8%	3%	3%	.	12%	-1
O=C(CSc1ccc(-c2cccc([N+](=O)[O-])c2)nn1)NCc1ccccc1	-2%	-5%	-20	0%	5%	-5%	-0.6	-14%	-10
O=C(NCC1CC1)c1csc([C@@H]2O[C@H](CO)[C@H](O)[C@H](O)[C@H]2O)n1	.	1%	.	.	.	-1%	.	-4%	0
O=C(Nc1cccnc1)c1cc(F)cc(F)c1	1%	1%	9	2%	3%	-3%	1.0	0%	-7
COC(=O)c1ccc(COc2ccc(/C=C/C(=O)c3ccc(OC)c(CSCC(=O)O)c3)cc2OC)cc1	2%	-14%	6	4%	?	-1%	-0.1	138%[activator]	-6
CCCC(=O)C1=C(O)C(C(=O)OC)C(C)(C)CC1=Nc1cccc([N+](=O)[O-])c1 (stereo not drawn)	-5%	-2%	-3	8%	12%	-3%	0.6	1%	4
O=C1CN(C(=O)CC2C(=O)NCCN2Cc2ccccc2C(F)(F)F)CCN1 (stereo not drawn)	11%	0%	2	-9%	8%	-2%	0.3	-13%	3
Cc1cc(C)n2c(-c3ccccc3Cl)nnc2n1	10%	-5%	15	-13%	-11%	-2%	-1.0	2%	-12
CCC/C=C1/CCCOC(C(=O)NCc2cc(C)n(C)n2)(C(F)(F)F)C1 (stereo not drawn)	-3%	3%&1%	.	11%	22%&-7%	-4%&-5%	.	-19%	-8
CCc1ccc(CN(C(=O)c2ccc(OC)cc2)C2CCS(=O)(=O)C2)cc1 (stereo not drawn)	2%	-10%	.	-1%	0%	-2%	-0.7	?	1
CCn1cc(S(=O)(=O)CC(=O)Nc2ccc3c(c2)OCCO3)c2ccccc21	0%	1%	11	3%	-42%	-1%	-0.9	?	10
COc1ccc(OC(C)C(=O)Nc2ccc(F)cc2F)cc1 (stereo not drawn)	-5%	-6%	-6	-9%	?	1%	0.0	-14%	-6
NNc1nc2ccc(Cl)cc2s1	20%	-5%	18	7%	-20%	-6%	-0.6	7.1µM*	0
CSCCC(=O)NC1CC(C)(C)Cc2c1cnn2-c1ccccc1C (stereo not drawn)	10%	3%	-13	-2%	-22%	0%	1.8	10%	1
S=C(Nc1ccc(Cl)cc1)c1sc(N2CCCCC2)nc1N1CCOCC1	4%	1%	7	2%	-3%	-1%	0.1	13%	4
COc1ccc(OC)c(NC(=O)c2ccc3c(c2)OCO3)c1	-5%	-2%	.	1%	-12%	4%	.	0%	-1
COc1ccc(C)cc1C(=O)CCC(=O)N1CCN(c2ccccc2F)CC1	5%	4%	-12	4%	13%	3%	-0.2	?	-4
CSc1ncc(C(=O)NCc2ccccc2Cl)c(C(F)(F)F)n1	-8%	2%	.	1%	-14%	-2%	-1.7	?	-1
Cc1ccc(NC(=O)COC(=O)CN2CCCCCC2=O)cc1C	9%	0%	-4	-3%	-3%	-2%	0.2	233%[activator]	-4
CC1(C)CC(=O)C=C(Nc2ccc(F)cc2F)C1	-2%	0%	-8	-3%	-5%	-8%	1.0	0%	7
COc1cccc2cc(C(C)N(CCCN3CCOCC3)C(=S)Nc3cc(C)ccc3C)oc12 (stereo not drawn)	-13%	-7%	-8	-5%	-5%	-6%	-0.1	4%	-1
COC(=O)CSc1nnc([C@H](Cc2ccccc2)NC(=O)OC(C)(C)C)o1	-8%	-1%	-3	-10%	1%	11%	-1.1	-18%	-6
COc1ccccc1CNC(=O)CN(C)S(=O)(=O)c1cccc2cccnc12	-6%	-5%	-5	-2%	-1%	-1%	-0.5	6%	-4
COC(=O)Nc1nc(C)c(C(=O)N(C)C)s1	3%	3%	5	1%	32%	2%	-0.4	14%	1

Of the compounds above, 2 contain a nitro group on carbon.
SMILES	ERG Ets-DNA blk	Vif-APOBEC3G blk	D2 antag	Vif-A3F inh	RGS4 inh	GRP78 ERSR act	D2 ag	12-LOX inh	LDHA block
O=C(CSc1ccc(-c2cccc([N+](=O)[O-])c2)nn1)NCc1ccccc1	-2%	-5%	-20	0%	5%	-5%	-0.6	-14%	-10
CCCC(=O)C1=C(O)C(C(=O)OC)C(C)(C)CC1=Nc1cccc([N+](=O)[O-])c1 (stereo not drawn)	-5%	-2%	-3	8%	12%	-3%	0.6	1%	4

Following part.
SMILES	ERG Ets-DNA blk	Vif-APOBEC3G blk	D2 antag	Vif-A3F inh	RGS4 inh	GRP78 ERSR act	D2 ag	12-LOX inh	LDHA block
Cc1ccc(SCCC(=O)N(C)C)cc1	0%	-3%	-6	-13%	7%	3%	0.0	9%	-9
Cc1c(Cl)c([N+](=O)[O-])nn1CC(=O)N1CCc2ccccc2C1	-4%	0%	.	-2%	12%	-1%	.	0%	-5
O=C(CCC1CCCCC1)NNC(=O)c1cnccn1	.	-6%	5	-6%	3%	-2%	-0.9	4%	-2
N#CNC(=Nc1cccc(F)c1)SCc1ccccc1	-2%	0%	4	-25%	22%	-2%	1.5	?	0&-6
CCCCC(C(=O)NC(C)(C)C)N(Cc1ccccc1Cl)C(=O)c1snc(C(N)=O)c1N (stereo not drawn)	-11%	-9%	-19	8%	-8%	-4%	-2.2	-13%	5
OCC1=C[C@@H](O)C2C=CO[C@@H](O[C@@H]3O[C@H](CO)[C@@H](O)[C@H](O)[C@H]3O)C12 (stereo partly drawn)	-5%	1%	.	-6%	-21%	-1%	.	-9%	-2
CC(C)c1ccc(NC(=O)CSc2ncccc2C(=O)Oc2cccc([N+](=O)[O-])c2)cc1	-7%	-12%	11	-17%	?	4%	-2.2	?	-4
COc1ccc(NC(=O)c2sc(=O)n(Cc3ccc(SC)cc3)c2C)cc1OC	.	-2%	.	.	.	0%	.	12%	-8
CCc1cccc(C)c1NC(=O)CSc1nc2ccccc2nc1N1CCOCC1	-1%	-8%	.	1%	17%	-3%	-0.8	-11%	0
O=C(O)c1cccc(N2C(=O)CSC2c2ccccc2)c1 (stereo not drawn)	8%	1%	-6	2%	-17%	-1%	0.8	i	-7
CC(Oc1ccc2c(c1)oc(=O)c1ccccc12)C(=O)NCCCN1CCOCC1 (stereo not drawn)	-1%	15%	-11	-6%	-7%	1%	0.3	7%	-1
Cc1ccc2c(c1)c1nnc(SCC(=O)Nc3ccc(N(C)C)cc3)nc1n2CC(=O)O	-3%	1%	6	-6%	-35%	-8%	-0.4	6%	12
CCC(C)NC(=O)/C=C/c1cccs1 (stereo not drawn)	4%	0%	3	13%	6%	-2%	-0.5	1%	-13
Oc1c(Cl)cc(Cl)cc1/C=N/Nc1ncc(Br)cn1	7%	-4%	.	?	34%	-4%	.	27%	-4
CC(C)Cn1c(SCC(=O)NCCCN2CCCC2=O)nc2ccccc21	7%	2%	-1	-4%	?	-4%	-0.1	?	-2
O=C(CC1C(=O)NCCN1Cc1ccc(F)cc1)NCCOc1cccnc1 (stereo not drawn)	-6%	0%	-5	-9%	3%	-3%	15	-8%	1
CC(C(=O)Nc1ccc2[nH]c(=O)[nH]c2c1)N1CCN(Cc2ccc3c(c2)OCO3)CC1 (stereo not drawn)	-4%	-2%	-22	3%	25%	-3%	-0.8	104%[activator]	0
N#Cc1ccccc1NC(=S)NC(=O)C1CCC1	-7%	-9%	8	-3%	-52%	-6%	-0.1	-10%	0
CCN(c1ccccc1C)S(=O)(=O)c1nnc(NC(=O)c2ccco2)s1	-3%&-1%	-7%&-5%	-25	1%&-12%	-32%&-18%	1%&-2%	0.2&-0.7	-24%&-9%	-3&-12
O=C(CS(=O)(=O)c1cccc2nsnc12)NCc1ccccc1	-1%	1%	.	0%	-5%	-2%	1.5	-25%	-2
O=P(O)(CCc1ccccn1)CN1CCOCC1	6%	0%	-9	-13%	6%	-2%	1.1	-9%	1
O=C(CSc1nnc(CCCO)n1-c1ccccc1)NCCc1ccccc1	3%	0%	-2	-2%	7%	-3%	-0.7	-8%	-7
Cc1nn(Cc2ccc(Cl)c(Cl)c2)c(C)c1NC(=O)c1cc(-c2ccco2)on1	-2%	-14%	-5	-15%	3%	2%	-0.1	?	1
CCOC(=O)N1CCN(C(=O)Cn2cnc3ccccc3c2=O)CC1	9%	0%	9	5%	-20%	-4%	0.9	-12%	-8
COCCOC(=O)c1c(C)oc2c1cc(NS(=O)(=O)c1ccc(Cl)c(C)c1)c1ccccc12	4%	-12%	.	-1%	-6%	-3%	-1.5	-19%	10
COc1ccc(-n2nnc3c(SC(C(C)=O)C(=O)N(C)C)ncnc32)cc1 (stereo not drawn)	25%	-1%	11	-9%	?	-2%	0.1	?	-22
CC(=O)N1CCc2cc(S(=O)(=O)N3CCCCC3C)ccc21 (stereo not drawn)	-2%	0%	5	-1%	2%	1%	-0.6	-17%	-7
CC1CCN(C(=O)C(=O)Nc2sc3c(c2C(=O)O)CC(C)(C)OC3)CC1	-3%	1%	0	-2%	0%	-1%	-0.6	8%	-4
CCOC(=O)C1=CCN(S(=O)(=O)c2ccc(C)cc2)C1c1ccc(CC)cc1 (stereo not drawn)	.	-3%	.	.	.	-1%	.	0%	2
CCOC(=O)CCn1nc(-c2ccccc2)cc1N	-11%	2%	-5	-1%	?	4%	0.7	0%	8
CC(O)c1nc2ccccc2n1CCCOc1ccccc1 (stereo not drawn)	-14%	1%	-6	2%	15%	0%	-0.5	11%	-5

Some of the compounds tested (hit frequency here may not be typical).
